# High-throughput results: PubChem BioAssay, Southern Research Specialized Biocontainment Screening Center
# H37Rv inhibition: M. tuberculosis growth inhibition, HTS (AID 449762). M. tuberculosis H37Rv growth inhibition, 7H9 media; higher % means a stronger effect. one-dose inhibition, % at 25 µM; IC50 in µM for titrated hits. hit rate 0.59% among 330,000; in the data active = a potency from the dose series; inconclusive = inhibition above about 70% without an active follow-up result;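 also: bacterial growth assessed after seven days of incubation; strong numbers were not always called active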
# PhoP GFP inhibition: PhoP regulon inhibitors, Salmonella typhi PhoP promoter GFP reporter, confirmatory (AID 1850); Salmonella Typhi PhoP-promoter GFP reporter, fluorescence, 4 h; higher % means a stronger effect; one-dose inhibition, % at 50 µM; IC50 in µM for titrated hits; hit rate 0.33% among 310,000; in the data active = a potency from the dose series; inconclusive = inhibition mostly from about 25% at the one dose, without a potency; inactive = the rest, 99 in 100 with inhibition below about 19%;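 also: 0% = induced wells with vehicle and 100% = uninduced wells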
# tuberculosis growth: growth inhibition of non-replicating M. tuberculosis (AID 488890); Mycobacterium tuberculosis non-replicating, growth inhibition; higher % means a stronger effect; one-dose inhibition, % at 25 µM; IC50 in µM for titrated hits; hit rate 0.39% among 320,000; in the data active = a potency from the dose series; inconclusive = inhibition mostly from about 82% at the one dose, without a potency; inactive = the rest, 99 in 100 with inhibition below about 76%;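 also: plate controls were DMSO cells for no effect and high antibiotic wells for full effect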
# H1N1 NS1A inhibition: NS1A inhibition, H1N1 influenza, cell based functional assay (AID 504329); NS1A functional cell-based assay, percent inhibition; higher % means a stronger effect; one-dose inhibition, % at 12.5 µM; IC50 in µM for titrated hits; hit rate 0.3% among 340,000; in the data active = a potency from the dose series; inconclusive = inhibition above about 27% without an active follow-up result; also: strong numbers were not always called active
# VEEV TC-83 Vero: inhibitors of VEEV TC-83 cytopathic effect, confirmation, Vero cells (AID 588727); Vero cells, VEEV TC-83 cytopathic effect inhibition; higher % means a stronger effect; one-dose inhibition, % at 20 µM; IC50 in µM for titrated hits; hit rate 0.13% among 350,000; in the data active = a potency from the dose series; inconclusive = inhibition mostly from about 14% at the one dose, without a potency; inactive = the rest, 99 in 100 with inhibition below about 12%; also: strong numbers were not always called active
# VEEV TC-83 Vero 10K pilot screen: second read-out of VEEV TC-83 Vero, no call of its own (marks repeat the call); inhibition, %; measured here: 10K pilot screen inhibition
# Starred values were filed as active, the others as inactive; i = inactive; ? = inconclusive; . = not tested or not shown.
SMILES,H37Rv inhibition,PhoP GFP inhibition,tuberculosis growth,H1N1 NS1A inhibition,VEEV TC-83 Vero,others
CC1CCC2(CC1)NC(=O)N(CC(=O)Nc1ccc(C(N)=O)cc1)C2=O (stereo not drawn),-9%,.,-6%,-1%,1.4%,
CCC(=NCCCN1CCOCC1)c1c(O)n(-c2ccccc2C)c(=O)[nH]c1=O,-4%,-2%,19%,-25%,0.3%,
CC(C)(C)N=C1NC(=NC(C)(C)C)c2ccccc21,2%,1%,3%,11%,0.1%,
O=[N+]([O-])c1cc2oc3c(c2c(C=NCc2ccccc2)c1O)CCCC3,-8%,-26%,2.9µM*,-6%,i,
COc1ccc2cc(OCC(=O)NNC(=O)Nc3ccc(C(C)=O)cc3)ccc2c1,-2%,-6%,-3%,-7%,0.9%,
CC1CCN(C(=O)CSc2nc(N)c(NC(=O)c3ccccc3)c(=O)[nH]2)CC1,0%,7%,-3%,-11%,2.2%,
CCOC(=O)N1CCN(C(=O)C2CCN(C(=O)c3cc4sccc4n3CC)CC2)CC1,-4%,-4%,4%,3%,0.9%,
CCOc1cccc(/C=C/c2ccc3cccc(O)c3n2)c1OC,?,-18%,?,-3%,0.2%,
CC1(C)C(=O)Nc2ccccc2N1C(=O)COC(=O)c1cc([N+](=O)[O-])ccc1N,-1%,7%,26%,-1%,8.5%,
Cc1ccc2c(CSc3nnc(N)s3)cc(=O)oc2c1,33%,-24%,4%,-2%,4.4%,
CCCCNc1c(-c2cccc(Sc3ccc(OC)cc3)c2)nc2ccccn12,65%,.,24%,5%,5.0%,
COC(=O)C1CC(c2c(OC)cc(OC)cc2OC)=NO1 (stereo not drawn),-4%,7%,-15%,-9%,2.3%,
Cc1cc[n+](CC[n+]2ccc(C)cc2)cc1,-1%,9%,-1%,-3%,0.3%,
Cc1cccc(OCC(=O)NNS(=O)(=O)c2ccccc2F)c1,2%,-9%,-2%,-6%,0.3%,
O=c1ccc(S(=O)(=O)N2CCCC2)cn1Cc1nc(-c2ccccc2)no1,-3%,.,-5%,-1%,7.8%,
O=C(CC1(O)C(=O)Nc2ccccc21)c1ccc2c(c1)OCO2 (stereo not drawn),-2%,0%,-13%,-4%,i,
O=C(NNC(=O)c1ccccc1O)c1ccc(Cl)c(S(=O)(=O)N2CCc3ccccc32)c1,18%,-1%,-6%,-8%,i,
Cc1c(C(=O)N2CCCC2)c(S(=O)(=O)NCCc2ccccc2)c(C)n1C,2%,-13%,2%,6%,i,
COc1ccc(/C=N\N=C(N)N)cc1,2%,17%,4%,-8%,0.5%,
CC1(c2ccc(Cl)cc2)NC(=O)N(CC(=O)N2CCc3ccccc32)C1=O (stereo not drawn),3%,.,-4%,-12%,3.7%,

# 5 entries out of the list, arranged by length of the SMILES, lowest first.
SMILES,H37Rv inhibition,PhoP GFP inhibition,tuberculosis growth,H1N1 NS1A inhibition,VEEV TC-83 Vero,others
Cc1ccc2c(CSc3nnc(N)s3)cc(=O)oc2c1,33%,-24%,4%,-2%,4.4%,
COC(=O)C1CC(c2c(OC)cc(OC)cc2OC)=NO1 (stereo not drawn),-4%,7%,-15%,-9%,2.3%,
CCOc1cccc(/C=C/c2ccc3cccc(O)c3n2)c1OC,?,-18%,?,-3%,0.2%,
Cc1c(C(=O)N2CCCC2)c(S(=O)(=O)NCCc2ccccc2)c(C)n1C,2%,-13%,2%,6%,i,
CCOC(=O)N1CCN(C(=O)C2CCN(C(=O)c3cc4sccc4n3CC)CC2)CC1,-4%,-4%,4%,3%,0.9%,

# Returning to the listing; the five compounds before the break are reprinted first.
SMILES,H37Rv inhibition,PhoP GFP inhibition,tuberculosis growth,H1N1 NS1A inhibition,VEEV TC-83 Vero,others
O=C(CC1(O)C(=O)Nc2ccccc21)c1ccc2c(c1)OCO2 (stereo not drawn),-2%,0%,-13%,-4%,i,
O=C(NNC(=O)c1ccccc1O)c1ccc(Cl)c(S(=O)(=O)N2CCc3ccccc32)c1,18%,-1%,-6%,-8%,i,
Cc1c(C(=O)N2CCCC2)c(S(=O)(=O)NCCc2ccccc2)c(C)n1C,2%,-13%,2%,6%,i,
COc1ccc(/C=N\N=C(N)N)cc1,2%,17%,4%,-8%,0.5%,
CC1(c2ccc(Cl)cc2)NC(=O)N(CC(=O)N2CCc3ccccc32)C1=O (stereo not drawn),3%,.,-4%,-12%,3.7%,
COc1ccc(N2Cc3cccc(C(=O)O)c3C2=O)cc1,5%,-13%,-11%,2%,0.8%,
CN(C)CCNC(=O)c1ccc(Cl)s1,-10%,-1%,8%,-5%,i,
OCC1CCCN(C(=S)NCCc2ccccc2)C1 (stereo not drawn),-8%,-1%,-8%,-3%,i,VEEV TC-83 Vero 10K pilot screen=0.3
C[C@@H]([C@@H](O)c1ccccc1)N(C)C(=O)C(N)Cc1ccccc1 (stereo partly drawn),-4%,16%,6%,5%,0.3%,
O=C(OCc1cccc([N+](=O)[O-])c1)c1cnccn1,15%,0%,.,-8%,0.4%,
O=C(CCNC(=O)c1ccc([N+](=O)[O-])cc1)Nc1cc(Cl)ccc1N1CCOCC1,-3%,.,16%,-6%,0.2%,
CC(=O)N1CCN(Cc2nc3cc(NC(=O)c4ccccc4Cl)ccc3n2C)CC1,-2%,-6%,2%,-8%,0.5%,
CCNC(=S)N1CCN(S(=O)(=O)c2ccc(Cl)s2)CC1,-3%,.,4%,1%,1.7%,
C=CCn1c(CNS(=O)(=O)c2ccc(Cl)cc2)n[nH]c1=S,-1%,-5%,-11%,19%,0.6%,
Cc1ccc(OCC(=O)N2CCc3ccccc3C2)c(C)c1,-2%,4%,55%,-4%,1.4%,
COc1ccc(-c2coc3cc(O[C@@H]4O[C@H](CO)[C@@H](O)[C@H](O)[C@H]4O)ccc3c2=O)cc1,-2%,.,10%,2%,0.9%,
COc1cccc(Oc2ncnc(N)c2[N+](=O)[O-])c1,0%,2%,-4%,1%,0.5%,
COC(=O)/C=c1/sc2nc3ccccc3n2c1=O,4%,-2%,80%,-3%,0.6%,
CCC(Sc1nc2ccccc2s1)C(=O)Nc1nnc(C)s1 (stereo not drawn),0%,-15%,19%,-3%,2.2%,
CCOC(=O)c1c(N2C(=O)C=CC2=O)sc(C)c1C,-11%,6%,22%,2%,i,
CCN(CC(=O)NCc1cccs1)C(=O)c1cc(=O)[nH]c2ccccc12,-8%,.,-4%,-8%,2.3%,
Cc1cc(C)c(C)c(OCCn2ccnc2)c1,-4%,4%,0%,-8%,i,
N#Cc1c(-c2cccs2)nc(SCc2ccc(Cl)cc2)[nH]c1=O,.,.,.,9%,0.6%,
O=C(NCCCN1CCOCC1)c1cccc(S(=O)(=O)NCc2ccccc2)c1,-1%,2%,-5%,5%,i,
N/N=C(\c1ccccc1)c1cc(Cl)ccc1N,-4%,5%,23%,1%,0.4%,

# 2 records drawn at random from those above:
SMILES,H37Rv inhibition,PhoP GFP inhibition,tuberculosis growth,H1N1 NS1A inhibition,VEEV TC-83 Vero,others
COC(=O)/C=c1/sc2nc3ccccc3n2c1=O,4%,-2%,80%,-3%,0.6%,
COc1ccc(N2Cc3cccc(C(=O)O)c3C2=O)cc1,5%,-13%,-11%,2%,0.8%,

# (cont.)
SMILES,H37Rv inhibition,PhoP GFP inhibition,tuberculosis growth,H1N1 NS1A inhibition,VEEV TC-83 Vero,others
Cc1ccc(OCc2nc(-c3ccccc3)no2)c(C)c1,5%,-2%,33%,19%,8.5%,
COc1ccc(Nc2oc(COc3ccccc3F)nc2C#N)cc1,-4%,5%,16%,1%,7.6%,
Cn1c(SCC(=O)N2CCOCC2)nnc1-c1ccc(Cl)cc1Cl,-13%,-10%,1%,11%,0.8%,
O=C(CCc1ccccc1)N1CCN(c2ccc(F)cc2)CC1,-4%,5%,.,6%,0.1%,
CCC1OC23CCCCC2C(C#N)(C(=N)O3)C1(C#N)C#N (stereo not drawn),-13%,2%,2%,5%,4.6%,
COc1ccc(/C=N/NC(=O)c2cccc(Br)c2)cc1Cn1cc(Cl)cn1,-11%,16%,3%,-3%,12%,
COc1ccccc1CC(NC(C)=O)C(=O)NC1CCN(C(=O)c2ccc([N+](=O)[O-])cc2)CC1 (stereo not drawn),3%,-9%,-23%,3%,i,
COC(=O)c1c(C)oc(C)c1S(=O)(=O)N1CCCC1,-3%,3%,-6%,-16%,i,
CC(C)(C)NC(=O)NC(=O)CN1CC=C(c2ccccc2)CC1,13%,9%,60%,-5%,5.5%,
N#C/C(=C\c1ccccc1)C(=O)NCc1ccc(F)cc1,-6%,-2%,25%,7%,i,
COc1cc(NC(=O)Nc2cccc(C(C)=O)c2)cc(OC)c1OC,-7%,-8%,12%,0%,4.8%,
O=C(CN(C1CC1)S(=O)(=O)c1ccc(S(=O)(=O)NC2CCCCC2)cc1)Nc1ccccc1,.,.,.,2%,3.1%,
CCC1CCCCN1CCCNC(=O)c1ccc2c(c1)N(Cc1c(F)cccc1Cl)C(=O)CS2 (stereo not drawn),1%,-2%,50%,1%,2.1%,
O=C(NC(=S)NCc1ccc(Cl)cc1Cl)c1ccco1,5%,.,54%,-16%,0.9%,
Cc1cc(Cl)ccc1OC(C)C(=O)Nc1ccc([N+](=O)[O-])cn1 (stereo not drawn),8%,2%,i,-4%,2.1%,
COc1ccc(NC(=O)CCN2CCCCC2)cc1,0%,12%,-4%,-3%,0.2%,
O=C(NCSc1ccnc(SCNC(=O)c2ccc(F)cc2)n1)c1ccc(F)cc1,-4%,2%,-23%,-7%,2.0%,
COc1ccccc1N1C(=O)S/C(=C\c2cc(C)n(C)c2C)C1=O,8%,4%,-5%,6%,1.1%,
O=C(Nc1ccc2nc3ccccc3nc2c1)c1ccc(Br)cc1,-2%,-13%,4%,5%,1.2%,
CC(=O)N1CCc2cc(S(=O)(=O)CCC(=O)Nc3ccccc3F)ccc21,3%,-2%,3%,3%,2.4%,
Cc1cccc(N2CCN(C(=O)NCc3ccc(F)cc3)CC2)c1C,21%,1%,14%,7%,5.0%,
NC(=O)c1ncn([C@@H]2O[C@H](CO)[C@@H](O)[C@H]2O)c1O,6%,5%,-3%,3%,0.1%,
CCCCn1c(N)c(N(CC(C)C)C(=O)C2CCN(S(=O)(=O)c3ccc(C)cc3)CC2)c(=O)[nH]c1=O,5%,-5%,-2%,0%,6.3%,
O=C(CCNC(=O)c1ccccc1Cl)NCc1cccnc1,-1%,5%,-7%,-1%,i,
C=CCn1c(Cc2ccccc2)n[nH]c1=S,-3%,3%,6%,-1%,0.1%,
CCNC(=S)NCc1ccco1,9%,-6%,-3%,-1%,0.2%,
CN(C(=O)c1cccc(NC(=O)Cc2ccc(NC(=O)C3CCN(C(=O)c4ccccc4)CC3)cc2)c1)C1CC1,.,.,.,18%,0.6%,
COc1ccc(C2N=C(N)N=C(N)N2c2ccc(C)cc2)cc1 (stereo not drawn),7%,9%,9%,23%,i,
CCOC(=O)CCSCC(=O)Nc1cc(C)on1,-2%,0%,40%,-1%,2.1%,
O=C(CCc1[nH]c2ccccc2c1Sc1ccccc1)NCCO,4%,-3%,4%,4%,0.2%,
Cc1c(CC(=O)O)c(=O)oc2c(C)c(OCc3ccccc3)ccc12,8%,19%,-3%,-8%,0.8%,
CC(C)=NNC(=O)CN1C(=O)NC2NC(=O)NC21 (stereo not drawn),-11%,-4%,-22%,1%,0.1%,
Cc1ccc(C(=O)NC(=S)Nc2ccc(CN3CCCCC3)cc2)c(C)c1,-6%,2%,51%,14%,1.9%,
Cc1cc(C(F)(F)F)n2nc(C)c(-c3ccc(Cl)cc3)c2n1,7%,-12%,-13%,-5%,1.6%,
O=C(O)c1cccc(N/N=C/c2ccc(F)c(F)c2)c1,13%,15%,1%,11%,0.5%,
Cc1ccc(CN2CCC(N3CCC(C(=O)NCC4CCCO4)CC3)CC2)o1 (stereo not drawn),-3%,3%,4%,-8%,i,
COC(=O)c1c(S(=O)(=O)NCc2ccccc2)sc(C(=O)O)c1C,-4%,7%,-7%,18%,1.5%,VEEV TC-83 Vero 10K pilot screen=1.3
Cc1ccc(C(C(=O)NCc2ccccc2)N(C(=O)c2ccccn2)c2ccccc2)o1 (stereo not drawn),-11%,0%,6%,1%,9.4%,
